# GSTO1 counter – counter-screen for RBBP9 inhibitors: inhibitors of human GSTO1 | recombinant GSTO1, activity-based probe fluorescence polarization | 300,000 tested, 1.1% active | inhibition, % at 5.96 µM | AID 1974;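 active = inhibition above the campaign mean inhibition plus 3 SD, cut at about 35% in these data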;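 note: 0% = GSTO1-1 with DMSO and 100% = wells lacking GSTO1-1 enzyme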
# PAFAH2 FP inh – inhibitors of human PAFAH2; Q99487; recombinant PAFAH2, FP-rhodamine activity probe, fluorescence polarization; inhibition, % at 3.39 µM; 340,000 tested, 0.99% active;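 active = inhibition above the mean over all tested compounds plus 3 SD, cut at about 30% in these data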;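 note: inhibitors block probe labeling of enzyme so polarization drops; 0% = enzyme with DMSO and 100% = wells lacking PAFAH2 protein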
# PAD4 inh – inhibitors of human PAD4; recombinant PAD4, RCA probe fluorescence polarization; Q9UM07; inhibition, % at 6.36 µM; 330,000 tested, 0.41% active; AID 485272;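 active = percent inhibition above a cutoff equal to the mean of all tested compounds plus 3 SD, cut at about 15% in these data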;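 note: 0% = PAD4 with RCA probe and DMSO and 100% = probe without PAD4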
# LYPLA2 counter – counter-screen for PME1 inhibitors: inhibitors of human LYPLA2 | O95372 | 320,000 tested, 0.38% active | AID 2177 | inhibition, % at 5.9 µM | recombinant LYPLA2, FP-Rh probe fluorescence polarization;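 active = inhibition above the screen-wide mean plus 3 SD, limit set per campaign, cut at about 26% in these data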;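 note: 0% = LYPLA2 with DMSO and 100% = wells lacking LYPLA2 enzyme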
# Target sequence (O95372 whole entry, looked up): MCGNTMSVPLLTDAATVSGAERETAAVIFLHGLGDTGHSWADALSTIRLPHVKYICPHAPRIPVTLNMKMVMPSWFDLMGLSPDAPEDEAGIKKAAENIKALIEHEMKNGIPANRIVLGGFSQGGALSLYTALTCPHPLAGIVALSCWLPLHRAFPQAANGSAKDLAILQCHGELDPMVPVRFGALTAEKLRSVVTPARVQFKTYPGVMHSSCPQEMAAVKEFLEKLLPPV
# PAFAH1B2 FP inh – inhibitors of human PAFAH1B2 | recombinant PAFAH1B2, FP-rhodamine activity probe, fluorescence polarization | 340,000 tested, 1.2% active | P68402 | inhibition, % at 3.39 µM;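 active = inhibition above the mean of all tested compounds plus 3 SD, cut at about 24% in these data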;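 note: 0% = enzyme with DMSO and 100% = wells lacking PAFAH1B2; many of its hits are not listed in these tables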
# Target sequence (P68402 whole entry, looked up): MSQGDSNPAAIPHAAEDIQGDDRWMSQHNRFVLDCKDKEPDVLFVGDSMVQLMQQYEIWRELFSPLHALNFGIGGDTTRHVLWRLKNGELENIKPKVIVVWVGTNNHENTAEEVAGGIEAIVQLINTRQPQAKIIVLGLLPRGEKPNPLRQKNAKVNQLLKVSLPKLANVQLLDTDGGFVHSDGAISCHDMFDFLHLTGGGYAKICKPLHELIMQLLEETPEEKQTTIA
# PME-1 inh – blocks human protein phosphatase methylesterase 1; 320,000 tested, 0.53% active; inhibition, % at 5.9 µM; recombinant PME-1, FP-Rh probe fluorescence polarization;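 active = inhibition above the campaign mean of all compounds plus 3 SD, cut at about 26% in these data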;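 note: competitive labeling of PME-1 active site by serine hydrolase directed probe; 0% = PME-1 with DMSO and 100% = wells lacking PME-1 enzyme; inhibitors block probe labeling so polarization falls and inhibition rises; many of its hits are not listed in these tables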
# PAFAH1B3 FP inh – blocks human PAF acetylhydrolase 1B catalytic subunit 3 | 340,000 tested, 0.28% active | AID 492972 | inhibition, % at 3.39 µM | recombinant PAFAH1B3, FP-rhodamine probe, fluorescence polarization | Q15102;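 active = inhibition above the screen-wide average of all tested compounds plus 3 SD, cut at about 25% in these data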;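 note: 0% = enzyme with DMSO only and 100% = wells lacking PAFAH1B3 protein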
# Target sequence (Q15102 whole entry, looked up): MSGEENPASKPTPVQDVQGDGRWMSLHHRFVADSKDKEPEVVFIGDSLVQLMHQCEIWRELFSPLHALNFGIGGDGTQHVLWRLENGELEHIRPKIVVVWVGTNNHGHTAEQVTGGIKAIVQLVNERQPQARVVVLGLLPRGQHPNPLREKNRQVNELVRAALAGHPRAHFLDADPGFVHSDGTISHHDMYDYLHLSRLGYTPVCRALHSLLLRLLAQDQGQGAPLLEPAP
# LYPLA1 inh – blocks human lysophospholipase 1, a PME1 counter-screen | O75608 | recombinant LYPLA1, FP-Rh probe fluorescence polarization | inhibition, % at 5.9 µM | 320,000 tested, 0.16% active | AID 2174;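 active = inhibition above the mean of all tested compounds plus 3 SD, set per campaign, cut at about 14% in these data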;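 note: inhibitors block serine hydrolase probe labeling of LYPLA1 so polarization falls; 0% = enzyme with DMSO and 100% = wells lacking LYPLA1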
# pPAFAH FP inh – pPAFAH (human) enzyme inhibition | 330,000 tested, 1.5% active | AID 463082 | recombinant pPAFAH, FP-rhodamine probe fluorescence polarization | inhibition, % at 3.39 µM;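 active = inhibition above the mean inhibition across the screen plus 3 SD, cut at about 25% in these data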;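 note: inhibitors block binding of the rhodamine activity-based probe so polarization drops; 0% = enzyme with DMSO and 100% = wells lacking pPAFAH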
# * marks the source's active call; other numbers are inactive results; / = not tested or not shown. This is a subset; the hit share may differ from the screen's.
SMILES,GSTO1 counter,PAFAH2 FP inh,PAD4 inh,LYPLA2 counter,PAFAH1B2 FP inh,PME-1 inh,PAFAH1B3 FP inh,LYPLA1 inh,pPAFAH FP inh
Cn1c(=O)c2cc(S(=O)(=O)NCCC(=O)NCCC3=CCCCC3)ccc2n(C)c1=O,12,-7,-1,6,1,4,4,3,9
COc1cc(C(F)(F)F)nc(-c2ccccn2)n1,-12,5,-2,12,3,-1,3,4,4
Cc1ccc(-n2cnc3c(sc4nc(N5CCOCC5)c5c(c43)CCCC5)c2=O)cc1,-3,/,3,-5,/,1,/,-1,5
CC(=O)N1CCCC(N2CCN(c3cccc(C(F)(F)F)c3)CC2)C1 (configuration not stated),0,2,2,4,2,-6,-3,1,2
Nc1ncnc2nc(SCc3ccc(Cl)cc3Cl)[nH]c12,-2,6,2,2,-1,-9,12,-1,3
Cc1csc(Sc2ccc(S(=O)(=O)N3CCCC3)cn2)n1,2,1,-12,-7,6,8,0,2,-1
Nc1nc(SCc2ccccc2Cl)ns1,-2,-4,-1,2,8,4,-2,2,3
N#C/C(=C(/O)COC(=O)c1ccc(Cl)c(S(=O)(=O)N2CCOCC2)c1)c1nc2ccccc2[nH]1,5,-3,1,-10,5,3,3,-4,9
O=C(CNc1ccccc1)N/N=C/c1ccc2c(c1)OCO2,1,-5,3,5,-3,-8,10,2,1
Cc1ccc(S(=O)(=O)NCCNC(=O)C2CCCNC2=O)cc1 (configuration not stated),4,-4,-1,1,1,6,4,2,4
COc1ccc(-c2cc(CNC(C)=O)on2)cc1,-2,0,-2,-5,6,0,9,2,-1
Nc1ncnc2c1ncn2[C@@H]1O[C@H](CNC(=O)[C@@H](N)Cc2ccc(C(F)(F)F)cc2)[C@@H](O)[C@H]1O,/,-6,-2,/,4,/,7,/,1
CC[C@]12c3[nH]c4ccc(Cl)cc4c3CCN1C(=O)[C@@H](CC(=O)NCCCN(C)C)C[C@@H]2C(=O)N1CCN(C(=O)C2CC2)CC1,/,-3,2,/,3,/,9,/,2
S=C(Nc1ccccc1Cl)N(Cc1ccccc1)Cc1ccccn1,4,-6,-5,3,-3,1,-3,1,3
Cn1c2ccc(F)cc2c2ncn(CCCN(CCO)CCO)c(=O)c21,0,-1,1,-4,3,3,8,-3,3
CCOC(=O)Cc1c(Sc2ccccc2)c2ccccc2n1C,4,3,2,4,3,-1,10,-2,8
CCCNC(=O)CN1C(=O)COc2ccc(S(=O)(=O)N3CC(C)CC(C)C3)cc21 (configuration not stated),4,-2,4,-10,9,1,8,-4,-3
C[C@@H](NC(=O)[C@@H]1Cc2ccccc2CN1)C(=O)Nc1ccc2c(c1)OCCO2,5,5,-1,9,2,-5,6,1,-1
Cc1sc2nc(COC(=O)c3ccc(N4CCCC4)c([N+](=O)[O-])c3)[nH]c(=O)c2c1C,2,-3,-6,-9,-5,-8,-24,-7,10
C/C(CCc1ccc2c(c1)OCO2)=N\NC(=O)c1ccccc1Cl,4,-3,-4,8,-1,-6,4,1,7
O=C(Nc1cccc(Cl)c1N1CCOCC1)c1cccnc1Cl,8,0,0,2,4,2,7,-1,5
Cc1ccc(CN(C)C(=O)COC(=O)CSc2ccc(C(N)=O)cc2[N+](=O)[O-])cc1,5,1,0,11,7,0,3,1,4
Cn1nc(OCC(N)=O)ccc1=O,6,-2,-10,-3,7,-5,7,2,1
CCCOc1ccc(/C=C/C(=O)Nc2ccc([N+](=O)[O-])cc2)cc1,-9,-72,4,-32,1,-10,7,-22,-4
CC(NC(=S)Nc1ccc(OC(F)F)cc1OC(F)F)C(C)(C)C (configuration not stated),2,0,-4,4,8,9,-11,2,6

# Next part
SMILES,GSTO1 counter,PAFAH2 FP inh,PAD4 inh,LYPLA2 counter,PAFAH1B2 FP inh,PME-1 inh,PAFAH1B3 FP inh,LYPLA1 inh,pPAFAH FP inh
COC(=O)C1C(=O)CC(C)(O)C(C(=O)OC)C1/C=C/c1ccccc1 (configuration not stated),-1,1,-1,6,3,-4,6,-1,2
COc1ccc(S(=O)(=O)NCC(=O)N(CC(=O)NCc2ccccc2)Cc2ccco2)cc1,2,0,-2,-3,-3,4,0,0,5
CN(c1ccccc1)S(=O)(=O)c1cccc(C(=O)NCc2ccccc2CN2CCCC2)c1,/,4,-9,2,-1,-1,2,-2,1
CC1(c2ccc(Cl)cc2)NC(=O)N(CC(=O)NCCC2=CCCCC2)C1=O (configuration not stated),/,3,-5,0,6,10,11,-1,-1
CNC(=O)[C@@H]1C[C@H]1[C@@H](NC(=O)CNC(=O)OCc1ccccc1)c1ccccc1,0,/,-5,-6,/,-1,/,-3,0
O=C1CC(N2CCN(c3ccccc3)CC2)C(=O)N1c1ccc2c(c1)OCCO2 (configuration not stated),-4,-7,1,-8,3,-2,-3,-5,-3
CCOC(=O)C1=C(N)Oc2cc(C)[nH]c(=O)c2C1c1ccncc1 (configuration not stated),-2,-1,3,14,0,3,7,3,0
CCCn1c(C(O)c2cc(OC)c(OC)c(OC)c2)nc2ccccc21 (configuration not stated),3,-3,-5,4,5,2,-1,3,-4
C[C@H](NC(=O)N1CCn2c1nc1ccccc12)C(=O)NCc1ccco1,4,4,-2,-4,2,-6,5,-4,2
CCOC(=O)N1CCC(N2C(=O)c3ccccc3C2Nc2ccc(S(=O)(=O)N3CCOCC3)cc2)CC1 (configuration not stated),-19,-3,3,0,11,13,10,0,1
Cc1cnn(Cc2ccccc2)c1N,1,-3,0,-3,0,4,-1,-4,2
COc1ccc(C2(C)NC(=O)N(CC(=O)Nc3ccc4c(c3)CCC4)C2=O)cc1OC (configuration not stated),/,3,1,-2,-2,-1,-2,-1,3
O=C(COC(=O)c1cccc(F)c1)NC(=O)NCc1ccccc1,/,6,1,/,8,/,9,/,3
O=C(Nc1ncc(Cc2ccccc2Cl)s1)C1=NCCN1,11,12,-2,-5,8,2,6,-4,5
Cc1ccc(NC(=O)CN2C(=O)NC(Cc3ccccc3)C2=O)cc1Cl (configuration not stated),/,-6,-2,-4,7,5,-4,-7,-5
CC1CN(C(=O)c2cc3cc([N+](=O)[O-])ccc3s2)CC(C)O1 (configuration not stated),2,4,0,4,-2,2,7,-2,2
OCC[C@@H]1C[C@@H](O)[C@H](O)[C@]2(Cc3ccccc3O2)O1,3,-3,-7,-4,0,-3,1,1,0
[O-][n+]1c2ccccc2c2n1CCN=C2c1ccc(Cl)cc1,0,3,-2,5,4,0,12,5,10
COc1ccc(C(=O)OCc2c(-c3ccccc3)ncc3ccccc23)cc1,/,-6,0,/,-1,/,-5,/,0
Cc1cccc(N2CCN(C(=O)c3cccc(N4C(=O)C5C6C=CC(C6)C5C4=O)c3)CC2)c1C (configuration not stated),1,3,-5,23,4,2,2,4,4
COc1ccc(C(c2nnnn2Cc2cccs2)N2CCN(c3ccc(F)cc3)CC2)cc1OC (configuration not stated),13,-5,-2,-5,2,7,3,0,2
COc1cc(/C=N/NC(=O)c2nnn(-c3nonc3N)c2C(C)C)ccc1O,-1,-7,3,0,-1,-1,9,-1,0
COc1cc(S(N)(=O)=O)c(OC)cc1N,5,6,-1,-2,4,-7,2,-1,0

# An excerpt from above in order of formula weight, rising.
SMILES,GSTO1 counter,PAFAH2 FP inh,PAD4 inh,LYPLA2 counter,PAFAH1B2 FP inh,PME-1 inh,PAFAH1B3 FP inh,LYPLA1 inh,pPAFAH FP inh
COc1cc(S(N)(=O)=O)c(OC)cc1N,5,6,-1,-2,4,-7,2,-1,0
COc1ccc(-c2cc(CNC(C)=O)on2)cc1,-2,0,-2,-5,6,0,9,2,-1
Nc1nc(SCc2ccccc2Cl)ns1,-2,-4,-1,2,8,4,-2,2,3
O=C(CNc1ccccc1)N/N=C/c1ccc2c(c1)OCO2,1,-5,3,5,-3,-8,10,2,1
Nc1ncnc2nc(SCc3ccc(Cl)cc3Cl)[nH]c12,-2,6,2,2,-1,-9,12,-1,3
S=C(Nc1ccccc1Cl)N(Cc1ccccc1)Cc1ccccn1,4,-6,-5,3,-3,1,-3,1,3
COc1cc(/C=N/NC(=O)c2nnn(-c3nonc3N)c2C(C)C)ccc1O,-1,-7,3,0,-1,-1,9,-1,0
Cc1sc2nc(COC(=O)c3ccc(N4CCCC4)c([N+](=O)[O-])c3)[nH]c(=O)c2c1C,2,-3,-6,-9,-5,-8,-24,-7,10
Cc1ccc(CN(C)C(=O)COC(=O)CSc2ccc(C(N)=O)cc2[N+](=O)[O-])cc1,5,1,0,11,7,0,3,1,4
Cc1ccc(-n2cnc3c(sc4nc(N5CCOCC5)c5c(c43)CCCC5)c2=O)cc1,-3,/,3,-5,/,1,/,-1,5
CN(c1ccccc1)S(=O)(=O)c1cccc(C(=O)NCc2ccccc2CN2CCCC2)c1,/,4,-9,2,-1,-1,2,-2,1
N#C/C(=C(/O)COC(=O)c1ccc(Cl)c(S(=O)(=O)N2CCOCC2)c1)c1nc2ccccc2[nH]1,5,-3,1,-10,5,3,3,-4,9
CCOC(=O)N1CCC(N2C(=O)c3ccccc3C2Nc2ccc(S(=O)(=O)N3CCOCC3)cc2)CC1 (configuration not stated),-19,-3,3,0,11,13,10,0,1
